Compound activity (PubChem BioAssay)
KKLEB cytotox = reduces viability of KKLEB cystic fibrosis airway cells; KKLEB CF airway cells viability, ATPlite luminescence, overnight; hits give low values; cells stimulated with P. aeruginosa culture filtrate; activity change (cytotoxicity), % at 5 µM; actives 0.36% (n = 360,000); AID 602141;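 active means corrected activity change at or below -50% at 5 µM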
LRH-1 inv ag = NR5A2 inverse agonism in reporter assay | inhibition, % at 3.6 µM | actives 0.13% (n = 360,000) | AID 602396 | HEK293T StAR-luciferase reporter, LRH-1 transfected, 24 h | O00482;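 active means inhibition above the mean inhibition of all tested compounds plus 3 SD, cut at about 73% in these data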;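 further: 0% = DMSO wells and 100% = reporter-only cells lacking LRH-1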
Target sequence (O00482 whole entry, looked up): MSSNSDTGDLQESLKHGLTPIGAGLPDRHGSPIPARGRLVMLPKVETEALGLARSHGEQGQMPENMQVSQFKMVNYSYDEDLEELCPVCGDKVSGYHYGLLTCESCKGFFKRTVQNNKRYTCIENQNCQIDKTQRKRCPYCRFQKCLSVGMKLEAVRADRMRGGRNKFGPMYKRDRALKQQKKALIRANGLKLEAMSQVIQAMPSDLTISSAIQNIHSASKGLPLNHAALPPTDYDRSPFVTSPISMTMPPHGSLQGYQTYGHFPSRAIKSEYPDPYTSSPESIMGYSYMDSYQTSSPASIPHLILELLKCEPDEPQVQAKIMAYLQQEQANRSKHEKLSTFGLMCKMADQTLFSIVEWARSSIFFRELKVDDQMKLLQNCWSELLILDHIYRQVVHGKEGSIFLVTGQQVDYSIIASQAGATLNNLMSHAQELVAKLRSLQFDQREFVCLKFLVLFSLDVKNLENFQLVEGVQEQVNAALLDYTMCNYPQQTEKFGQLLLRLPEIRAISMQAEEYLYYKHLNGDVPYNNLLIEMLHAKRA
TROY NFkB inh = inhibitors of TROY-dependent NF-kB signaling; Q293 LMP1-TROYcd NF-kB luciferase reporter, 4 h; inhibition, % at 10 µM; actives 0.98% (n = 360,000);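 active means compounds whose plate-normalised and pattern-corrected inhibition of the luciferase reporter signal at the single screening dose is 50% or more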
NCOA3 inh = inhibits human SRC3 coactivator; Q9Y6Q9; HEK293 GAL4-SRC3 luciferase reporter, luminescence; inhibition, % at 3.6 µM; actives 0.17% (n = 360,000); AID 588352;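 active means inhibition above a per-campaign cutoff, the mean of all compounds plus 3 SD, cut at about 60% in these data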;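 further: 0% = DMSO-treated cells and 100% = gossypol-treated cells at 36 µM; higher means less SRC3-driven luciferase light from the GAL4 reporter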
CF NFkB inh = inhibitors of cystic fibrosis induced NF-kB. KKLEB NF-kB-GFP reporter, PAF-induced, GFP fluorescence overnight. inhibition, % at 5 µM. actives 0.86% (n = 360,000);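 active means at least 50% inhibition at 5 µM, scaled per plate between neutral and stimulator controls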;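 further: PAF is a Pseudomonas aeruginosa culture filtrate used as stimulus; plate controls were PAF-stimulated DMSO wells for no effect and unstimulated DMSO wells for full effect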
TWEAK-Fn14 inh = inhibitors of TWEAK-Fn14 interaction signaling | TWEAK-stimulated Fn14 reporter cells, luciferase luminescence, 8 h | inhibition, % at 10 µM | actives 2% (n = 360,000) | AID 1159606; in the data active means inhibition above about 50%
TRAIL sens C8 = caspase-8 TRAIL sensitization. NB7+C8 cells + TRAIL, ATPlite viability luminescence. inhibition (viability loss, TRAIL sensitization), % at 10 µM. actives 1% (n = 360,000). AID 624354;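 active means compounds causing at least 50% loss of cell viability in the single-dose screen, relative to plate controls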
NCOA2 inhibitor = inhibits human steroid receptor coactivator 2. inhibition, % at 9 µM. actives 0.17% (n = 370,000). HEK293 GAL4-SRC2 luciferase reporter, luminescence. AID 651957. Q15596;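 active means inhibition above the mean inhibition of all tested compounds plus 3 SD, set per campaign, cut at about 52% in these data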;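 further: 0% = DMSO treated cells and 100% = cells given Gossypol at 36 µM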
EBV LMP1 NFkB = Epstein-Barr LMP1 NF-kappaB reporter inhibition. AID 504558. actives 0.69% (n = 350,000). inhibition, % at 12.5 µM. LMP1-induced NF-kappaB luciferase reporter cells, luminescence; in the data active means inhibition above about 41%;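 further: 0% = neutral control wells and 100% = reference inhibitor control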
COUP-TFII inh = inhibitors of human COUP-TFII (NR2F2). inhibition, % at 8.6 µM. actives 0.7% (n = 370,000). AID 686940. HEK293T NGFI-A luciferase reporter, luminescence;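 active means inhibition above a per-plate cutoff, mean inhibition of test wells between control levels plus 3 SD, cut at about 38% in these data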;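 further: cells cotransfected with COUP-TFII expression vector driving the NGFI-A reporter; 0% = median of COUP-TF2 test wells and 100% = reporter-only cells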
Target sequence (P24468 whole entry, looked up): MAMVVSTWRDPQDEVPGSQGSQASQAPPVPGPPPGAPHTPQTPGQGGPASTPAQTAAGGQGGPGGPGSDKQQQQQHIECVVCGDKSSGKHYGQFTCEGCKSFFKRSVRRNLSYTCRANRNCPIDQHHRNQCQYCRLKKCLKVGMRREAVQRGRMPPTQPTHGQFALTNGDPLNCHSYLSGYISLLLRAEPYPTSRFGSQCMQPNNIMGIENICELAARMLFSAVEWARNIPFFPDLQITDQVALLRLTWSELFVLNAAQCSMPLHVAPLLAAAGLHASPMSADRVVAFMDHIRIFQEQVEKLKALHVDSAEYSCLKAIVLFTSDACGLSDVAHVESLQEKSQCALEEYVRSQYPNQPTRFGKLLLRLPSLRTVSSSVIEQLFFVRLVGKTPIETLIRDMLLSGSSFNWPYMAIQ
SRC1 inh = inhibitors of human steroid receptor coactivator 1 (SRC1). HEK293 GAL4-SRC1 luciferase reporter, luminescence. AID 588354. inhibition, % at 3.6 µM. Q15788. actives 0.12% (n = 360,000);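 active means inhibition above the campaign mean plus 3 SD, with each screening campaign given its own cutoff, cut at about 60% in these data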;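 further: 0% = DMSO treated cells and 100% = gossypol at 36 µM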
The depositor's hits bear a star; · = no result given.

SMILES	KKLEB cytotox	LRH-1 inv ag	TROY NFkB inh	NCOA3 inh	CF NFkB inh	TWEAK-Fn14 inh	TRAIL sens C8	NCOA2 inhibitor	EBV LMP1 NFkB	COUP-TFII inh	SRC1 inh
COc1ccc(C(CNC(=O)c2cc(SC)ccc2Cl)N(C)C)cc1 (centres undefined)	3	-23	-18	4	-1	-2	7	-1	-19	-26	5
COc1cc(NC(=O)NS(=O)(=O)c2ccc(C)cc2)cc(OC)c1	8	2	-3	-1	4	-13	-6	2	-1	-2	-11
CCN(CC(=O)N1CCCC1)S(=O)(=O)c1ccc(OC)cc1	-3	5	11	-3	3	7	-10	25	-3	7	3
O=C(COC(=O)/C=C/c1ccc(OC(F)F)cc1)Nc1cccc(S(=O)(=O)N2CCCC2)c1	8	9	-9	-15	-2	-5	4	-32	-17	8	-11
COc1ccc(C2CC(c3ccc(OC)cc3)n3nc(N)nc3N2)cc1 (centres undefined)	-6	16	-28	15	15	-15	2	-25	-6	0	-17
CCOC(=O)c1c(-c2ccc(-c3ccccc3)cc2)csc1NC(=O)c1cccc(N2C(=O)CCC2=O)c1	-34	-15	-20	-9	22	13	2	-24	17	-8	-27
NC(=O)C1CCN(CC(O)COc2ccc(-c3ccccc3)cc2)CC1 (centres undefined)	-4	6	-20	-3	-4	107*	-11	3	-13	10	-12
CC(C)Cc1nnc(NC(=O)CSc2nc(N)cc(=O)[nH]2)s1	2	-15	4	-21	5	12	-11	7	0	4	1
OC(COc1ccccc1F)CN1CCC(Cc2ccccc2)CC1 (centres undefined)	-4	-5	9	-18	-10	0	3	3	4	-3	16
CCN(CC)S(=O)(=O)c1ccc(OC)c(NC(=O)c2cc([N+](=O)[O-])ccc2Cl)c1	-5	4	-3	6	-2	29	-14	4	-2	-13	7
Cc1ccc(-c2nc3ccc(NS(=O)(=O)c4ccccc4)cc3[nH]2)o1	6	-102	-40	-40	8	-4	4	-44	-21	-32	-105
COc1ccc(N(CC(=O)NC2CCCC2)C(=O)c2ccc(C)s2)cc1OC	4	13	4	-9	-9	27	13	-16	1	-2	9

Some of these compounds in order of formula weight, highest first:
SMILES	KKLEB cytotox	LRH-1 inv ag	TROY NFkB inh	NCOA3 inh	CF NFkB inh	TWEAK-Fn14 inh	TRAIL sens C8	NCOA2 inhibitor	EBV LMP1 NFkB	COUP-TFII inh	SRC1 inh
NC(=O)C1CCN(CC(O)COc2ccc(-c3ccccc3)cc2)CC1 (centres undefined)	-4	6	-20	-3	-4	107*	-11	3	-13	10	-12
CC(C)Cc1nnc(NC(=O)CSc2nc(N)cc(=O)[nH]2)s1	2	-15	4	-21	5	12	-11	7	0	4	1
CCN(CC(=O)N1CCCC1)S(=O)(=O)c1ccc(OC)cc1	-3	5	11	-3	3	7	-10	25	-3	7	3

Next compounds follow.
SMILES	KKLEB cytotox	LRH-1 inv ag	TROY NFkB inh	NCOA3 inh	CF NFkB inh	TWEAK-Fn14 inh	TRAIL sens C8	NCOA2 inhibitor	EBV LMP1 NFkB	COUP-TFII inh	SRC1 inh
Cc1sc2ncn(CC(=O)N3CCCCC3)c(=O)c2c1C	3	-8	16	-1	10	-8	10	-5	-4	-2	-7
O=C(NCCC(=O)N1CCC2(CC1)NCCc1[nH]cnc12)c1cccc(Cl)c1	-2	11	-20	-5	-7	1	6	-8	4	-3	-7
CC1CN=C(N(C(=O)Nc2ccccc2)c2ccc(S(=O)(=O)N3CCOCC3)cc2)S1 (centres undefined)	11	-1	-7	3	-12	10	-6	13	3	0	-11
CN(C)c1ccc(/C=N/n2c(-c3cccnc3)n[nH]c2=S)cc1	1	-20	-4	12	-2	8	4	0	-4	9	4
CCCS(=O)(=O)N1CCCC(C(=O)NC(C)c2ccc3c(c2)OCCO3)C1 (centres undefined)	-10	-24	-12	-2	-3	-22	-5	-12	4	7	-9
CCCCC(=O)NS(=O)(=O)c1ccc(N=NN(CC)CC)cc1	-5	-4	3	15	9	13	3	-11	-9	13	4
Nc1ccc(OC(=O)Nc2ccc(O)cc2)cc1	1	10	-4	15	2	66*	3	77*	29	44*	-4
CC(=O)Nc1ccc(NC(=O)CN(C)S(=O)(=O)c2ccc3c(c2)CCC(=O)N3)cc1	-22	-2	-45	-6	7	26	-12	-46	-20	-2	5
O=c1cc(-c2ccc(O)c(O)c2)oc2c(C3O[C@H](CO)[C@@H](O)[C@H](O)[C@H]3O)c(O)cc(O)c12 (some centres undefined)	8	10	-8	-23	0	9	6	-36	-4	6	-11
C[C@H](NC(=O)c1nc[nH]c1C(=O)N[C@@H](CCCCNC(=O)OC(C)(C)C)C(=O)OC(C)(C)C)C(=O)OC(C)(C)C	-9	16	-1	8	15	-2	22	6	-2	-9	-6
COc1ccc(C2C=C(C)Nc3ncnn32)cc1 (centres undefined)	5	-15	-9	7	15	16	-35	-36	-6	-17	2
NC(=O)C1CCN(C(=O)c2ccc(-c3ccccc3Cl)o2)CC1	7	-36	-77	-49	14	-17	4	-43	-19	-19	-54
O=C1CCCc2ccccc2N1Cc1cccc(F)c1	1	4	-11	3	-2	-4	-21	-9	-14	13	0
CCC(=O)N1C(Cc2ccccc2)COC1(C)C (centres undefined)	3	-18	-18	-2	-1	11	-6	20	-8	8	-1
Cc1nc(-c2ccccc2)sc1C1(C)CC(c2ccc(C#N)cc2)=NO1 (centres undefined)	-11	3	-31	-4	8	-24	2	-8	-3	10	3
O=C(NNC(=S)Nc1ccc(F)cc1F)c1ccco1	10	-11	-41	-24	-11	-19	-11	-33	-11	-18	-39
CC1CCN(C(=O)COc2ccc(S(=O)(=O)N3CCOCC3)cc2)CC1	-6	-11	-9	9	3	-16	29	-34	-4	-2	9
CC1(C)CC(=O)c2c(oc3ccc(NS(=O)(=O)c4ccc(C(=O)O)cc4)cc23)C1	6	4	4	3	8	8	-3	0	1	-6	-10
CCOC(=O)C1(C)CCN1C(=O)c1ccc(C(F)(F)F)cc1 (centres undefined)	3	-5	-4	4	9	0	-5	-3	·	12	-5
CC(C)(C)c1cc(Br)c(O)c(N=Nc2ccc(S(=O)(=O)N3CCOCC3)cc2)c1	12	10	0	1	15	8	6	3	5	22	-6
CC(=O)C1=C(O)C(=O)N(c2nccs2)C1c1ccc(Br)cc1 (centres undefined)	19	8	-5	14	-20	2	-10	-11	-3	-26	0
O=S(=O)(Nc1cccc(CCc2ccccn2)c1)c1cc(Cl)ccc1Cl	3	-6	1	8	2	4	-12	-32	2	13	6
O=C(CCc1ccccc1)N=C1SC2CS(=O)(=O)CC2N1c1ccccc1 (centres undefined)	-6	2	10	14	8	15	19	-3	-4	-16	-2
CC(C)(C)n1nnnc1C(c1ccccc1F)N1CCN(C2CCCC2)CC1 (centres undefined)	-2	0	9	24	-1	-4	-5	-15	-8	-15	10
CC(C)C(NC(=O)c1ccccc1NC(=O)c1ccco1)C(=O)NNC(=O)c1ccncc1 (centres undefined)	0	-10	3	8	-13	-7	23	-6	0	16	-8
Nc1c(Cl)cc(-c2csc(N3CCCC3c3nc4cc(Cl)c(Cl)cc4n3CCCO)n2)cc1Cl (centres undefined)	15	-9	0	-2	-12	14	10	-14	-5	-5	-19
c1csc(-c2ccnc3ncnn23)c1	14	7	3	3	2	8	19	16	12	-7	11
COC(=O)Cc1[nH]c(=S)[nH]c1C(=O)OC	0	-6	-5	16	16	-12	16	-7	-8	7	12
CC(=O)c1cccc(NC2c3ccccc3C(=O)N2Cc2ccc3c(c2)OCO3)c1 (centres undefined)	-10	-3	7	-5	28	-9	-3	22	4	-5	10
CCc1ccc(N2CC(C(=O)OCc3nc4ccsc4c(=O)[nH]3)CC2=O)cc1 (centres undefined)	7	5	8	-3	-5	0	-12	-26	0	-6	-9
Cc1ccc2nc(SCC(=O)c3c[nH]c4ccccc34)[nH]c2c1	0	8	-9	-4	14	-1	-1	-9	-4	6	-13
CCN(CC)c1ccc(C(=O)OCc2c(C)noc2C)cc1	3	-4	8	7	-8	6	-3	-31	-10	-15	-2
O=C1OC(Nc2ccc3ncccc3c2)c2ccccc21 (centres undefined)	17	17	-46	-10	8	0	1	-13	0	-9	0
CCn1c(C)[n+](Cc2ccccc2)c2ccc(Cl)cc21	24	-2	3	6	-20	-1	5	11	-5	-5	14
COC(=O)C(CCCN1C(=O)c2ccccc2C1=O)(NC(C)=O)c1nnn(C)n1 (centres undefined)	25	7	-6	3	3	-3	-3	-15	0	12	-12
COc1ccc(CNC(=O)/C=C/c2cc3c(cc2Br)OCO3)cc1	-12	-21	-61	-7	7	-30	-17	0	-12	-4	-1
CCOC(=O)c1c(NC(=O)C2=C(C)NC(=S)NC2c2ccc(C)cc2)sc(C)c1C (centres undefined)	-4	0	7	8	26	21	0	-13	-4	13	8
Cc1cc(NC(=O)CC#N)n(-c2ccccc2)n1	13	5	13	2	0	7	-2	1	0	3	13
CC(C)N(C(=O)N1CCN(c2ccnc3cc(Cl)ccc23)CC1)C(C)C	-3	-4	26	-13	3	19	11	12	27	30	3
COc1ccc(-c2nsc3c(N4CCN(S(=O)(=O)c5ccccc5F)CC4)ncnc23)cc1	-2	6	-24	20	5	-24	16	11	13	16	-3
CCOC(=O)C1(Cc2ccccc2)CCCN(C(=O)c2ccc(-n3ccnc3)cc2)C1 (centres undefined)	12	-62	-24	-29	9	-18	-13	-3	0	-3	-6
CCOC(=O)c1sc(/N=C/c2c(O)ccc3ccccc23)cc1C	2	0	-12	7	7	7	3	-16	-3	-9	-8
CN(C(=O)c1ccccc1C(=O)OCC(=O)c1ccc(Br)cc1)c1ccccc1	-5	15	4	22	11	20	-7	-9	1	-16	-1
COc1ccc(C(=O)NCCn2cc(SCC(=O)Nc3cc(C)on3)c3ccccc32)cc1OC	-4	-17	5	-11	-2	6	6	-9	-1	5	-9
CC(=O)n1c2ccccc2c2nc3ccccc3nc21	10	-21	-69	-51	-67	-35	6	·	-27	·	-28
Clc1cc(Br)ccc1OCCOCCN1CCCC1	-11	3	8	7	-3	-5	13	-29	2	7	-17
CCCCc1ccc(NC(=O)CN2C(=O)C3CCCCC3C2=O)cc1 (centres undefined)	6	5	-3	-42	-4	-18	14	-30	-15	8	-5
CN(c1ccccc1)S(=O)(=O)c1nnc(NC(=O)COc2ccccc2)s1	10	-12	0	9	-2	1	6	-4	7	7	-45
COc1ccc(Cl)cc1NC(=O)Cn1nc(-c2ccc(C)cc2)n(C)c1=S	-1	4	14	23	11	9	11	16	7	13	8
Cc1ccccc1COc1ccc2oc(C)c(C(=O)O)c2c1	6	-4	6	13	-15	8	-10	-49	-8	5	-7
CCCn1c(N)c(Sc2ccc([N+](=O)[O-])cc2)c(=O)n(CCC)c1=O	-6	9	5	-8	-1	6	-8	8	3	13	6
CC(=O)Nc1ccc(Nc2nc(C)nc3c2oc2ccccc23)cc1	-27	18	-3	1	-54	22	-1	-22	-21	-12	3
Cc1ccc(S(=O)(=O)N2[C@@H](c3ccccc3F)C(C(=O)O)=CC[C@H]2c2cccc(Cl)c2)cc1	-1	-1	19	2	18	-4	1	-5	-2	12	9
COc1ccc(S(=O)(=O)N(CC(=O)NCC2CCCO2)C2CCCCC2)cc1OC (centres undefined)	6	-21	10	5	7	-15	4	-1	-7	7	-6
CN(C)C(=O)CSc1nc(-c2ccccc2)nc2c1CCCC2	-10	14	6	13	1	37	11	33	9	17	-5
